EWS-Fli block: EWS/Fli transcriptional activity inhibition; A673 NR0B1-luciferase reporter, viability-normalised; inhibition, % at 12.6 µM; 0.67% of 350,000 active; AID 651661;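 active = mean inhibition of at least 50% after viability correction, with every replicate also passing that limit; inconclusive = mean reaches 50% but only one of two replicates passes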;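 also: firefly luciferase signal divided by Alamar Blue viability fluorescence both relative to DMSO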
FN deposition inh: fibronectin deposition inhibition. inhibition, % at 12.6 µM. 0.086% of 350,000 active. AH1F fibroblasts, Alexa488-fibronectin deposition fluorescence, overnight;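 active = mean inhibition across replicates of 30% or more, regardless of how many single replicates reach that level; inconclusive = mean under 30% yet at least half of replicates reach 30%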;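 also: positive control wells lacked labelled fibronectin entirely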
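Material – AH1F fibroblast monolayer, labelled fibronectin deposition · Reagent – labelled fibronectin 24 nM · Timing – 1 h adhesion, overnight exposure · Measured by – fluorescence at 485 nm excitation, 525 nm emission · Read-out – inhibition of fibronectin deposition signal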
RAD54 branch: RAD54 (human) branch migration inhibition; Q92698; RAD54 Holliday junction branch migration, FAM/BHQ fluorescence; inhibition, % at 10.4 µM; 0.14% of 360,000 active; AID 602329;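 active = mean normalized replicate activity at least 40 and at least half of replicates scoring 40 or more; inconclusive = only one of the two criteria met; inactive = mean below 40 and under half of replicates reaching 40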;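 also: 0% = median of neutral control wells and 100% = median of positive control wells; inhibitors cause a drop in the FAM fluorescence signal; in these data hits start at about 50%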
S100A4 inh HTS: blocks human S100A4 binding to myosin IIA peptide. S100A4/TAMRA-MyoIIA peptide fluorescence polarization. inhibition, % at 10.7 µM. 0.14% of 360,000 active. AID 652163;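 active = mean inhibition of at least 70% across replicates, with every replicate also reaching that level; inconclusive = mean inhibition reaches 70% but some replicates fall short; inactive = mean inhibition below 70%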
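incubation = readout 5 min after mixing, signal stable up to 60 min | system = S100A4 monomer protein | buffer or medium = HEPES pH 7.2 with CaCl2, KCl, NaCl, DTT, Triton | benchmarks = neutral control DMSO, positive control TFP | also added = fluorescent myosin IIA peptide, 5 nM | compound dosing = one concentration per compound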
esBAF inh: blocks esBAF chromatin remodeling in mouse ES cells; Bmi1-luciferase knock-in reporter, 24 h; 100% = twice the neutral-well signal; reporter increase, % at 12.5 µM; 2% of 350,000 active; AID 602393; in the data active = activation above about 40%; inconclusive = no clear call, values can overlap the other calls;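 also: 0% = median of the plate's neutral control wells and 100% = double that signal; a rise in the Bmi1 reporter signal indicates esBAF inhibition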
XiGFP reactiv: X-chromosome reactivation activator; 0.055% of 360,000 active; XiGFP mouse fibroblasts, % GFP-positive cells imaging, 3 d; cells co-treated with 5-aza-dC sensitizer; scaled so ellipticine positive control = 100%; activation, % at 7.58 µM;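 active = mean normalized replicate activation at least 10% and every replicate at or above 10%; inconclusive = only one of the two criteria met; inactive = mean below 10% and not all replicates reach 10%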;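 also: 0% = median of on-plate neutral control wells and 100% = ellipticine 6 µM median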
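Material: XiGFP fibroblasts, SV40-immortalized. Buffer or medium: DMEM plus 5-aza-dC sensitizer. Compound: single concentration per compound, delivered by pin transfer. Times: 3 days compound exposure. Controls: ellipticine 6 µM.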
RAD52 inh: inhibitors of human RAD52 DNA annealing | 0.46% of 360,000 active | recombinant RAD52 DNA annealing, FRET fluorescence | P43351 | inhibition, % at 18.7 µM;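 active = every replicate showing at least 50% inhibition; inconclusive = mean inhibition at least 50% but not in every replicate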
Target sequence (P43351 whole entry, looked up): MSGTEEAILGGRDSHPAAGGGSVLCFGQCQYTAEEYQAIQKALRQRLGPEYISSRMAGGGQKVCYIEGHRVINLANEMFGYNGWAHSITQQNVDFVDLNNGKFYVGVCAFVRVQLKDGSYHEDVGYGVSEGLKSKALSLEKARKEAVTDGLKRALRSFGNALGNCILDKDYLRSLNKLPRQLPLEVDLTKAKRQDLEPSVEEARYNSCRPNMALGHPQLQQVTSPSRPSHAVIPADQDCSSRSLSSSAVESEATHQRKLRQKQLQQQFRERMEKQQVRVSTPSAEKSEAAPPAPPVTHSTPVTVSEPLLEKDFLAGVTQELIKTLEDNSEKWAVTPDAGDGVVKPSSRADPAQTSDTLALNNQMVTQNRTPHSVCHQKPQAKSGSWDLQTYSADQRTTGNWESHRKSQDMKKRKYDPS
E-selectin induc: induces E-selectin expression in human endothelial cells; P16581; HUVEC E-selectin immunofluorescence imaging; normalized: neutral wells 0, TNF-alpha wells 100; activation, % at 7.58 µM; 0.37% of 260,000 active;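 active = mean E-selectin-positive cell signal at least 10% of the positive control, reached in at least 60% of replicates, without over 20% cell loss; inconclusive = no rule given, readout overlaps actives, possibly toxicity-flagged; inactive = the rest, including those meeting only one limit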;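 also: in these data hits start at about 27%; measured in HUVEC primary endothelial cells; signal is the percent of cells scored E-selectin positive by PE staining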
Target sequence (P16581 whole entry, looked up): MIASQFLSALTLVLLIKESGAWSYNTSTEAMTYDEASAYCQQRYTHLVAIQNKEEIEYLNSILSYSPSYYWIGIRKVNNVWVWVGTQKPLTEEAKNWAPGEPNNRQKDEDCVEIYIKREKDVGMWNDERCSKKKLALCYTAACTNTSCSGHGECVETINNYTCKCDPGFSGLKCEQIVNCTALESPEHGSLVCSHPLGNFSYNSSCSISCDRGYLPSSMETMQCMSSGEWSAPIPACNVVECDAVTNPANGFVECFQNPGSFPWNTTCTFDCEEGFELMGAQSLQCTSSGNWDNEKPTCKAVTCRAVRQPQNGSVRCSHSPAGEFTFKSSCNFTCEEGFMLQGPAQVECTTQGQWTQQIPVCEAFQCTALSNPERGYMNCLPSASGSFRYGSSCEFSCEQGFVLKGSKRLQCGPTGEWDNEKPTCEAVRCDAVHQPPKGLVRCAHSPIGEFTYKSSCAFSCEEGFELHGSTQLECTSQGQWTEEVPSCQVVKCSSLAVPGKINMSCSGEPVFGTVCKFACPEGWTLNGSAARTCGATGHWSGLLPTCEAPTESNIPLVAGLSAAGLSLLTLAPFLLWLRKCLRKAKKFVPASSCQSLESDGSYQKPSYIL
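assay system = HUVEC, human umbilical vein endothelial cells | input = 3,000 HUVEC seeded per well | medium = EGM-2 growth medium on 0.1% gelatin-coated wells | dosing = one compound dose added by pin transfer | signal = immunofluorescence imaging | read-out basis = % PE-positive cells | control set = TNF-alpha, DMSO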
An asterisk follows results filed as active; ? = inconclusive; nt = no result given; & = joins results of further samples. Compounds were not picked by outcome; 3% or so of the library scored in one or more.

Molecule	EWS-Fli block	FN deposition inh	RAD54 branch	S100A4 inh HTS	esBAF inh	XiGFP reactiv	RAD52 inh	E-selectin induc
O=C(Cn1nnc2ccccc2c1=O)N[C@@H](Cc1c[nH]c2ccccc12)C(=O)O	12.1	-10.7	0.0	-0.8	-4.7	0.3	-5.5	nt
CCOC(=O)COc1ccc2c(C)cc(=O)oc2c1C(=O)c1ccccc1	6.4	-5.9	nt	3.6	nt	0.0	-6.8	nt
O=C(OCC(=O)N1CCc2ccccc21)[C@@H]1CC(O)CN1S(=O)(=O)c1ccc(Cl)cc1 (some centres not stated)	-0.3	10.0	-8.4	1.9	-4.7	0.0	-0.9	nt
Cc1noc(C)c1NC(=O)Nc1ccc2c(c1)C(=O)N([C@@H](C)CO)C[C@@H](C)[C@@H](CN(C)Cc1ccccc1)OCCCC[C@@H](C)O2	2.4	1.5	-3.6	-4.0	4.5	0.4	-1.6	-0.2
Cc1cc(=O)oc2cc(OCC(=O)N3CCOCC3)c(Cl)cc12	-4.5	nt	-6.2	0.6	-2.1	0.0	-15.5	-0.2
Cc1cc(C)c(OCC(=O)N2CCN(c3ncc(C(F)(F)F)cc3Cl)CC2)c(C)c1	nt	6.6	1.6	44.0	-0.1	0.3	-8.7	nt
CC(C)NC(=O)N(C)C[C@H]1Oc2ccc(NC(=O)c3ccncc3)cc2C(=O)N([C@H](C)CO)C[C@@H]1C	-4.6&-1.6	-1.8&-4.7	3.6&1.7	3.1	-6.4&-1.3	0.3&0.1	-8.6	-0.1&0.1
Nc1nc(SCC(=O)N2CCN(S(=O)(=O)c3ccc(Cl)cc3)CC2)n[nH]1	1.5	nt	-8.8	-3.2	-8.3	0.0	-13.6	nt
COC(CNc1ncnc2c1cnn2C)OC	-6.0	-0.7	nt	11.4	nt	0.6	-12.0	8.7
COCC#Cc1cnc2c(c1)C(=O)N([C@H](C)CO)C[C@H](C)[C@H](CN(C)C(=O)Nc1ccccc1OC)O2	5.7	nt	3.0	9.1	-6.0	0.5	0.1	-0.1
O=C(NC1CCCCC1)N1CCNCC1	5.3	0.6	-5.6	-1.2	-3.1	0.3	-10.2	0.7
Cc1cc2oc(=O)cc(-c3ccccc3)c2c(C)c1-c1ccc(OC(F)(F)F)cc1	-11.4	-7.6	-12.9	-0.6	-8.9	0.0	-17.2	-1.1
O=C(NCc1ccc(F)cc1)[C@H]1[C@H](CO)[C@H]2Cn3c(cccc3=O)[C@@H]1N2Cc1cccnc1	-0.8	nt	2.3	-2.0	-2.1	0.0	11.3	0.0
C[C@H](CO)N1C[C@H](C)[C@@H](CN(C)C(=O)NC2CCCCC2)OCCCC[C@H](C)Oc2ccc(NS(C)(=O)=O)cc2C1=O	0.6	-11.1	5.9	nt	9.5	-0.1	nt	nt
O=C1c2ccccc2C(=O)N1CCC1(O)C(c2ccccc2)=Nc2ccccc21 (configuration not stated)	-27.3	1.9	-8.9	-8.1	39.4	0.1	-14.3	0.1
COc1ccc2c3c([nH]c2c1)[C@@H](CO)N(CC1CC1)CC31CCN(C(=O)Nc2cccc(F)c2)CC1	-10.3	0.5	nt	-3.5	nt	0.0	-18.2	0.2
O=[N+]([O-])c1ccc(CSc2nnc(SCc3ccccc3)s2)cc1	-12.6	11.6	-10.7	-15.9	nt	0.0	6.9	nt
CC(C)CC#Cc1cnc2c(c1)C(=O)N([C@H](C)CO)C[C@H](C)[C@@H](CN(C)Cc1cccc(F)c1)O2	14.0	nt	-15.5	1.2	-12.7	0.3	-9.3	-0.3
COc1cc(CNc2ccc3[nH]c(=O)[nH]c3c2)ccc1OCc1ccc(C)cc1	-71.0	-3.4	2.2	-4.6	54.6*	0.2	5.1	nt
CN1C(=O)c2cc(NC(=O)NC3CCCC3)ccc2OC[C@H]2O[C@@H](CC(=O)O)CC[C@@H]21	3.4	-6.8	2.6	1.4	0.4	0.2	-3.7	0.0
C/C(=N\N1CCN(c2ccccc2)CC1)c1ccc(O)cc1	-11.6	3.8	-11.3	0.3	8.5	0.0	-1.5	0.1
CC1CCC(NC(=O)c2cc3c(s2)CCCC3)CC1 (configuration not stated)	-94.8	-6.8	-0.7	6.7	?	0.0	-8.2	nt
CC(CCc1ccccc1)NC(=O)COC(=O)c1cccc2ccccc12 (configuration not stated)	nt	-2.0	-2.8	nt	nt	0.0	nt	-0.5
COc1ccc2nc(-c3ccco3)c(-c3ccco3)nc2c1	-2.2	nt	1.1	-4.5	-39.9	nt	-63.0	nt
OCCN1CCN(c2ncnc3c2ncn3[C@H]2CN(Cc3ccc4c(c3)OCO4)C[C@@H](CO)O2)CC1	5.8	9.9	2.3	-3.6	1.7	0.0	1.4	nt
COc1nc(C)cc(C)c1S(=O)(=O)c1ccccc1	3.6	-5.8	-4.9	-2.0	2.7	0.0	-23.1	1.2
COc1ccc(N2CCN(C(=O)CNC(=O)c3ccco3)CC2)cc1	-8.8	1.2	-3.9	-12.1	-7.6	0.1	-8.2	-0.2
O=C(c1cccc(Oc2ccc([N+](=O)[O-])cc2Cl)c1)N1CCCCC1	3.5	-7.0	nt	10.6	-2.6	0.3	-9.3	0.1
CN(C)C(=O)c1cccc(-c2ccc([C@H]3[C@H](CO)N4CCCCN(C(=O)C5CCC5)C[C@@H]34)cc2)c1	-15.1	nt	-0.3	-12.3	nt	0.0	10.1	-0.1
CN1C(=O)c2cc(NC(=O)c3ccccc3Cl)ccc2OC[C@@H]2O[C@@H](CC(=O)NCC(F)(F)F)CC[C@@H]21	-4.2	nt	-9.8	-11.6	3.4	nt	18.9	nt
C[C@@H](NC(=O)[C@@H]1[C@@H](CO)[C@@H]2Cn3c(cccc3=O)[C@@H]2N1Cc1cccnc1)c1ccccc1	-4.7	nt	-1.0	6.3	0.4	0.2	-16.0	-0.4
CC(NC(=O)c1ccco1)C(=O)N(C)Cc1ccc(C(F)(F)F)cc1 (configuration not stated)	3.4	-5.6	-10.6	6.2	-0.7	0.0	-12.8	nt
Cc1ccc(-c2cc(-c3ccc(F)cc3)c(C#N)c(N)n2)o1	-0.1	8.9	0.4	2.5	-3.3	0.4	-21.5	nt
CC(Oc1ccc(/C=N/NC(=O)Cc2cccc3ccccc23)cc1)C(=O)O (configuration not stated)	5.9	9.2	nt	1.3	0.1	0.3	-13.2	6.5
N#Cc1cccc(C(=O)OCc2cccc(S(=O)(=O)N3CCOCC3)c2)c1	-12.3	-5.6	nt	-2.0	nt	0.0	-7.2	-0.1
CC(C)=C[C@@H]1C[C@H](C)[C@H]2CC[C@H](C)c3c(O)c(O)c(C)c1c32	3.2	11.9	-10.8	-0.7	0.9	0.0	-17.0	-0.1
COC(=O)c1cc(NS(=O)(=O)c2ccc(N3CCOCC3)c(N)c2)cc(C(=O)OC)c1	9.5	5.7	-1.0	-0.2	nt	0.3	-20.0	-0.2
COc1ccc(-c2ccc([C@H]3[C@H](CO)N4C(=O)CN(C(=O)C5CC5)C[C@@H]34)cc2)cc1	1.4	-15.7	nt	0.9	nt	0.2	13.6	0.5
O=C(NCc1ccccc1)C1Cc2c(-c3cccc(F)c3)ccnc2O1 (configuration not stated)	67.2*	-0.5	1.6	7.4	-16.9	0.3	-56.8	nt
Nc1nc(NCCOCCO)nc(Nc2cccc(F)c2)c1[N+](=O)[O-]	-3.3	6.9	11.6	0.7	1.1	0.0	4.1	1.2
COC(=O)[C@H](Cc1ccccc1)N[C@H](c1ccc(OC)cc1)[C@@H](O)Cc1ccccc1	-18.8	-1.4	nt	40.3	nt	0.6	3.0	0.0
O=C(C[C@H]1CC[C@@H](NC(=O)CCN2CCCCC2)[C@H](CO)O1)Nc1nccs1	-1.9	1.8	4.2	-3.5	1.2	0.9	1.9	0.9
C[C@H]1CN([C@@H](C)CO)C(=O)Cc2cc(NC(=O)Nc3ccc(C(F)(F)F)cc3)ccc2O[C@H]1CN(C)Cc1ccc(C(F)(F)F)cc1	4.5	nt	2.8	-3.5	5.0	0.2	-14.9	-0.8
C[C@H](CO)N1C[C@H](C)[C@@H](CN(C)S(=O)(=O)c2ccccc2)Oc2ccc(NC(=O)Cc3ccccc3)cc2CC1=O	10.5	nt	-2.2	-15.4	0.0	0.0	-15.7	0.1
COc1ccc(CNC(=O)COC(=O)c2ccc3c(c2)OCCO3)cc1	nt	nt	7.6	-4.6	-2.3	nt	0.1	nt
O=C(O)CCCCCN1C(=O)C(O)=C(C(=O)/C=C/c2ccccc2)C1c1ccc2c(c1)OCO2 (configuration not stated)	1.0	-12.8	nt	1.1	nt	0.0	-21.1	nt
CC(NC(=O)COC(=O)c1ccc2c(=O)n3c(nc2c1)CCCCC3)c1ccccc1 (configuration not stated)	3.8	-9.2	-6.7	2.1	0.8	0.0	-19.2	nt
N=C1SC(CC(=O)Nc2ccc([N+](=O)[O-])cc2)C(=O)N1c1ccccc1 (configuration not stated)	4.4	1.1	8.5	2.2	nt	0.1	-8.9	0.3
C[C@H]1CN([C@@H](C)CO)C(=O)c2cc(C#CC3(O)CCCC3)cnc2O[C@@H]1CN(C)S(=O)(=O)c1cccc(F)c1	9.4	-13.7	-9.1	1.3	3.9	0.0	19.3	0.6
O=C(c1ccc2c(=O)n(Cc3ccccc3Cl)c(=S)[nH]c2c1)N1CCCC1	nt	-0.3	nt	-0.4	nt	0.0	5.3	-0.1
Oc1ccccc1-c1nc2c3ccccc3c3ccccc3c2[nH]1	16.7	1.7	15.7	-3.2	10.4	0.0	-7.8	0.9
O=C(COc1ccc(Cl)cc1)Nc1ccc(N2CCN(C(=O)c3ccco3)CC2)cc1	-8.6	nt	5.9	-7.8	-1.6	nt	-6.5	nt

Screens (PubChem)
